# influenza NS1A = NS1A inhibition, H1N1 influenza, cell based functional assay (AID 504329); inhibition, % at 12.5 µM; hits with a dose series show IC50 in µM; 0.3% of 340,000 active; NS1A functional cell-based assay, percent inhibition; higher % means a stronger effect; in the data active = a potency from the dose series; inconclusive = inhibition above about 27% without an active follow-up result; note: strong numbers were not always called active
# tuberculosis growth = growth inhibition of non-replicating M. tuberculosis (AID 488890). one-dose inhibition, % at 25 µM; IC50 in µM for titrated hits. Mycobacterium tuberculosis non-replicating, growth inhibition; higher % means a stronger effect. 0.39% of 320,000 active; in the data active = a potency from the dose series; inconclusive = inhibition mostly from about 82% at the one dose, without a potency; inactive = the rest, 99 in 100 with inhibition below about 76%;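 note: plate controls were DMSO cells for no effect and high antibiotic wells for full effect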
# inhibitors of VEEV = inhibitors of VEEV TC-83 cytopathic effect, confirmation, Vero cells (AID 588727) | 0.13% of 350,000 active | inhibition, % at 20 µM, or IC50 in µM where a hit was titrated | Vero cells, VEEV TC-83 cytopathic effect inhibition; higher % means a stronger effect; in the data active = a potency from the dose series; inconclusive = inhibition mostly from about 14% at the one dose, without a potency; inactive = the rest, 99 in 100 with inhibition below about 12%; note: strong numbers were not always called active
# H37Rv inhibition = M. tuberculosis growth inhibition, HTS (AID 449762); M. tuberculosis H37Rv growth inhibition, 7H9 media; higher % means a stronger effect; inhibition, % at 25 µM, or IC50 in µM where a hit was titrated; 0.59% of 330,000 active; in the data active = a potency from the dose series; inconclusive = inhibition above about 70% without an active follow-up result;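 note: bacterial growth assessed after seven days of incubation; strong numbers were not always called active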
# Salmonella PhoP GFP = PhoP regulon inhibitors, Salmonella typhi PhoP promoter GFP reporter, confirmatory (AID 1850); inhibition, % at 50 µM, or IC50 in µM where a hit was titrated; 0.33% of 310,000 active; Salmonella Typhi PhoP-promoter GFP reporter, fluorescence, 4 h; higher % means a stronger effect; in the data active = a potency from the dose series; inconclusive = inhibition mostly from about 25% at the one dose, without a potency; inactive = the rest, 99 in 100 with inhibition below about 19%;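 note: 0% = induced wells with vehicle and 100% = uninduced wells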
# inhibitors of VEEV 10K pilot screen = further read-out of inhibitors of VEEV, marked with its call; inhibition, %; measured here: 10K pilot screen inhibition
# * hit, by the source's call; i = inactive; u = inconclusive; x = not tested or not shown.
SMILES,influenza NS1A,tuberculosis growth,inhibitors of VEEV,H37Rv inhibition,Salmonella PhoP GFP,others
COc1ccc(CNC(=O)C2CCC(CNc3c(N4CCCCC4)c(=O)c3=O)CC2)cc1 (stereo not given),6%,5%,2.4%,-3%,3%,
COc1cc(OC)cc(C(=O)NC2CCN(CC(=O)Nc3cccc4ccccc34)CC2)c1,-1%,30%,9.6%,6%,3%,
CCC(/C=C1\Sc2ccc(OC)cc2N1CCO)=C\c1sc2ccc(OC)cc2[n+]1CCO,5.1µM*,u,1.2%,u,32µM*,
O=C1S/C(=C\c2ccc(Cl)cc2)C(=O)N1CCn1cnnn1,14%,11%,0.1%,4%,-3%,
O=C(O)C1CCCN(S(=O)(=O)c2ccc3c(c2)OCCO3)C1 (stereo not given),-16%,-12%,i,-2%,7%,
OCCNCCSc1ccc(Cl)cc1,9%,24%,i,4%,7%,
CCCCN(CC)C(=O)Cc1cn(C)c2ccccc12,11%,5%,i,-5%,8%,
COc1cccc(CNC(=O)CCC2CCCN(C(=O)c3ccc(C)nc3)C2)c1 (stereo not given),3%,9%,i,5%,-6%,
Cc1ccc(SCC(=O)NC2CC2)cc1,-10%,33%,1.0%,0%,0%,
O=C(CSc1n[nH]c(-c2ccncc2)n1)Nc1ccc(Cl)cc1,-1%,3%,0.9%,5%,-1%,
Cc1ccc(NC(=O)CCNS(=O)(=O)c2ccc3c(c2)CCC(=O)N3)cc1C,0%,5%,2.6%,-3%,-4%,
Cn1nc(-c2ccccc2)c(CSc2ccccc2)c1Cl,2%,0%,4.2%,1%,11%,
CC(C)CC(=O)Nc1ccc2c3c(cccc13)CC2,-5%,23%,0.6%,55%,-1%,
COc1ccccc1N1CCN(C(=O)c2cn(C)c3ccc(S(=O)(=O)N4CCOCC4)cc3c2=O)CC1,-2%,8%,1.4%,4%,2%,
CCOC(=O)C(NC(=O)c1ccc(F)cc1)(Nc1nnc(C)s1)C(F)(F)F (stereo not given),3%,0%,3.8%,-2%,10%,inhibitors of VEEV 10K pilot screen=1.1
COc1cc(/C=C/C(=O)OCC(=O)c2ccccc2)cc(OC)c1OC,-6%,1%,9.6%,5%,x,
Cc1ccc(C(C)C)c(OCC(=O)Nc2ccc(N3CCN(S(C)(=O)=O)CC3)cc2)c1,7%,-11%,0.8%,-5%,-4%,
COC(C(=O)Nc1ccc(F)cc1)c1ccccc1 (stereo not given),8%,25%,1.3%,-4%,-4%,
CC(=O)Nc1ccccc1C(=O)C(=O)Nc1cccc(Br)c1,-2%,4%,2.1%,-10%,-2%,
COc1cc2c(cc1OC)CN(C1CCC(C)CC1)CC2 (stereo not given),2%,20%,i,8%,0%,

# The closing 2 records of the part before open the next one.
SMILES,influenza NS1A,tuberculosis growth,inhibitors of VEEV,H37Rv inhibition,Salmonella PhoP GFP,others
CC(=O)Nc1ccccc1C(=O)C(=O)Nc1cccc(Br)c1,-2%,4%,2.1%,-10%,-2%,
COc1cc2c(cc1OC)CN(C1CCC(C)CC1)CC2 (stereo not given),2%,20%,i,8%,0%,
COc1cccc(C(=O)Nc2cccc(C(=O)NCC(C)C)c2)c1,-7%,16%,0.5%,-1%,-2%,
CCN(CC)S(=O)(=O)c1ccc(OCC(=O)NC(=O)c2ccccc2OC)c([N+](=O)[O-])c1,-7%,2%,3.8%,-5%,-9%,
N#C/C(=C\c1cccc(NC(=O)c2ccccc2Cl)c1)C(=O)NCCc1ccccc1,-6%,55%,8.4%,-3%,-7%,
O=C(CSc1ncccn1)NC1CCS(=O)(=O)C1 (stereo not given),21%,-19%,1.5%,2%,-6%,
Cc1ccc(-n2nc3c(N4CCC(C(=O)N5CCCCCC5)CC4)nnc(C)c3c2C)cc1,7%,64%,1.1%,u,12%,
COc1cccc(CN2CCNC(=O)C2CC(=O)NCCOc2cccnc2)c1 (stereo not given),12%,-6%,7.0%,8%,-9%,
CC(C)c1nc2sc(C(=O)O)c(N)c2c2c1CCCC2,-10%,-6%,0.5%,1%,1%,
COc1cccc(NC(=O)N2CCCC(C(=O)Nc3ccccc3OC)C2)c1 (stereo not given),1%,5%,2.1%,-3%,24%,
O=C(OCC1COc2ccccc2O1)c1ccccc1F (stereo not given),-17%,u,0.3%,u,-11%,
Cc1ccccc1OCCNC(=O)c1ccccc1Sc1ccccc1C#N,-4%,16%,5.5%,5%,3%,
COc1ccc(OCCN2CCN(C3CC(=O)N(CCC(C)C)C3=O)CC2)cc1 (stereo not given),-19%,34%,i,-2%,-11%,
Cc1c(C#N)c2ncnc(-c3ccccc3)c2n1-c1ccccc1,-4%,-4%,i,-23%,7%,inhibitors of VEEV 10K pilot screen=8.1
COC(=O)c1ccc(NC(=O)CCn2c(=O)oc3ccccc32)cc1,-9%,4%,0.8%,2%,-6%,
O=C(c1ccoc1)N1CCCC(N2CCN(c3cccc(Cl)c3)CC2)C1 (stereo not given),-6%,4%,1.1%,7%,-9%,
CCn1c(SCC(=O)Nc2ccc(C)cc2)nnc1-c1ccc(O)cc1,1%,19%,i,-5%,-8%,
Cc1cccc(C)c1NC(=O)c1cc(S(=O)(=O)N2CCOCC2)ccc1F,-3%,0%,i,-10%,-1%,
CN1C2CCC1CC(OC(=O)C(CO)c1ccccc1)C2 (stereo not given),-2%,-8%,0.1%,x,0%,
Cc1ccc(Cn2nnc3c(=O)n(CC(=O)N4CCN(c5ccccc5)CC4)cnc32)cc1,2%,17%,1.0%,8%,-8%,
CC(=O)c1c(C)[nH]c(C(=O)OCC(=O)Nc2ncc(Cl)c(C)c2Cl)c1C,3%,25%,7.5%,-4%,-4%,
Oc1ccc(-c2onc3ccc(Cl)cc23)cc1,-12%,7%,4.1%,5%,-22%,

# As a short view, part of the list above.
SMILES,influenza NS1A,tuberculosis growth,inhibitors of VEEV,H37Rv inhibition,Salmonella PhoP GFP,others
O=C(c1ccoc1)N1CCCC(N2CCN(c3cccc(Cl)c3)CC2)C1 (stereo not given),-6%,4%,1.1%,7%,-9%,
CCn1c(SCC(=O)Nc2ccc(C)cc2)nnc1-c1ccc(O)cc1,1%,19%,i,-5%,-8%,
Cc1cccc(C)c1NC(=O)c1cc(S(=O)(=O)N2CCOCC2)ccc1F,-3%,0%,i,-10%,-1%,
CN1C2CCC1CC(OC(=O)C(CO)c1ccccc1)C2 (stereo not given),-2%,-8%,0.1%,x,0%,
Cc1ccc(Cn2nnc3c(=O)n(CC(=O)N4CCN(c5ccccc5)CC4)cnc32)cc1,2%,17%,1.0%,8%,-8%,
CC(=O)c1c(C)[nH]c(C(=O)OCC(=O)Nc2ncc(Cl)c(C)c2Cl)c1C,3%,25%,7.5%,-4%,-4%,
Oc1ccc(-c2onc3ccc(Cl)cc23)cc1,-12%,7%,4.1%,5%,-22%,

# Next part.
SMILES,influenza NS1A,tuberculosis growth,inhibitors of VEEV,H37Rv inhibition,Salmonella PhoP GFP,others
COc1cc(OC)cc(C(=O)NCCSc2c[nH]c3ccccc23)c1,5%,8%,23%,1%,-10%,
CSc1ncc(C(=O)NCCCc2ccccc2)c(C)n1,-4%,41%,i,52%,-5%,
CN(C)CCNc1cnn(-c2ccccc2)c(=O)c1Cl,-9%,9%,0.3%,-5%,-8%,
Cc1cc(C)n(CCCO)c(=O)c1C#N,-4%,-7%,0.5%,-1%,2%,
COc1ccc(NC(=O)C2CCCN(S(=O)(=O)c3cccc4nonc34)C2)cc1OC (stereo not given),-4%,-12%,0.6%,-4%,-4%,
CC(C)c1nc2cc(C(=O)N(C)Cc3ccc(F)cc3)ccc2o1,2%,-4%,3.1%,-8%,-6%,
COc1ccccc1-n1c(SCC(=O)Nc2ccc(NC(C)=O)cc2)nc2c([nH]c3ccccc32)c1=O,4%,20%,7.2%,7%,-32%,
CC(C)Oc1ccc(C(CC(=O)O)NC(=O)C(Sc2ccccc2)c2ccccc2)cc1 (stereo not given),x,0%,2.0%,-12%,1%,
COC(=O)C1=C(N)Oc2cc(C)n(CCCn3ccnc3)c(=O)c2C1c1cccc(Cl)c1 (stereo not given),-2%,4%,6.5%,2%,1%,
CN1CCN(c2ccc(NC(=O)c3ccccc3)cc2)CC1,-14%,-14%,0.9%,0%,7%,
COc1cc(N=C(N)N=C(N)N)cc(OC)c1,9%,-24%,0.4%,-3%,0%,
Cc1cc(C(=O)NC2CCCc3c2cnn3-c2ccc(C)c(C)c2)nc(C)n1 (stereo not given),-4%,24%,4.8%,7%,-15%,
Cc1ccc(CSCC(=O)NCc2cccnc2)cc1,-3%,68%,0.9%,-2%,-6%,
NC(=O)CSc1nnc(-c2ccncc2)n1CCc1ccccc1,13%,15%,1.2%,1%,-10%,
COc1cccc2cc(-c3ccccc3)c(=O)oc12,-15%,54%,2.5%,6%,-7%,
CCOC(=O)C1(c2ccccc2)CCN(CCC(=O)Nc2cccc(Br)c2)CC1,1%,x,9.6%,x,x,
COc1cccc2cc(S(=O)(=O)c3ccccc3)c(=Nc3ccc4c(c3)OCCO4)oc12,-2%,-13%,9.2%,-1%,-8%,
CC1CN(N=Cc2ccc([N+](=O)[O-])o2)C(=N)O1 (stereo not given),13%,x,1.5%,x,x,
N#Cc1c(-c2ccccc2)nc(N2CCOCC2)[nH]c1=O,-1%,3%,2.0%,-4%,8%,
CCOC(=O)c1ccc(NC(=O)N2C3CCCC2CC(NC(C)=O)C3)cc1 (stereo not given),-11%,-3%,1.0%,-2%,-2%,
Cc1ncc(S(=O)(=O)c2ccc(Cl)cc2)c(N)n1,10%,5%,0.2%,4%,4%,
CCOc1ccc2c(c1)-c1c(ssc1=S)C(C)(C)N2C(=O)CSC1=NCCS1,20%,22%,i,5%,1%,
CCCc1nc(NC(C)=O)c(C#N)c(-c2ccco2)c1CC,0%,18%,0.5%,8%,2%,
CC(=O)Nc1ccc(S(=O)(=O)NCCC(=O)N2CCN(C(c3ccccc3)c3ccccc3)CC2)cc1,2%,29%,5.0%,13%,-6%,
O=C(/C=C/c1ccc(Cl)cc1)Nc1ccc(S(=O)(=O)Nc2ncccn2)cc1,-1%,18%,0.4%,2%,-5%,
CCC(=O)c1c[nH]c(C(=O)NCC2CCCO2)c1 (stereo not given),3%,-10%,0.1%,-5%,3%,
COc1cc(/C=C(\C#N)c2[nH]nc(N)c2C#N)cc(OC)c1O,16%,-10%,0.8%,-3%,1%,
CC1(C)C(C=C(Cl)Cl)C1C(=O)N(Cc1ccc(Cl)cc1)C1CCS(=O)(=O)C1 (stereo not given),-7%,10%,0.2%,-6%,-6%,
O=C(c1cccs1)n1cc(C(=S)N2CCOCC2)c2ccccc21,-5%,-2%,2.1%,-9%,2%,
O=C(Nc1cccc(S(=O)(=O)N2CCOCC2)c1)c1ccco1,12%,-16%,0.3%,-1%,1%,
Cc1cccc2c(=O)c(-c3ccc(Cl)cc3)c(NC(=O)c3ccco3)oc12,-6%,71%,7.5%,64%,0%,
CC1(C2CC(C(F)(F)F)n3nc(C(=O)O)cc3N2)CC1 (stereo not given),0%,-10%,i,-2%,0%,
Cc1ccc(N(CC(=O)NC(C)(C)C)C(=O)CNC(=O)c2cccs2)c(C)c1,2%,2%,2.2%,1%,-15%,
COc1ccc(-n2c(SCC(=O)Nc3cc(C)on3)nc3c([nH]c4ccccc43)c2=O)cc1OC,-2%,-4%,4.8%,-8%,-7%,
Cc1ccc2nc(SCc3nc4c(cnn4-c4ccccc4)c(=O)[nH]3)[nH]c2c1,-13%,-8%,1.8%,1%,16%,
CCCC(=O)Nc1ccc(C(=O)NCC2CCCO2)cc1 (stereo not given),9%,-7%,1.5%,-12%,5%,
COc1ccc(/C(N)=N/OC(=O)Cc2ccccc2OC)cc1,-2%,25%,i,-2%,-4%,
O=C(Nc1ccncc1)OCc1ccccc1,-2%,22%,0.3%,5%,0%,
N#CCN1CCN(CCC(=O)Nc2ccc(OCc3ccccc3)cc2)CC1,4%,12%,i,-4%,9%,
CC(C)n1c(O)c(/C=C2\C=NN=C2c2ccccc2)sc1=S,2%,17%,7.3%,u,-6%,
O=C(NC1CCCCC1)c1ccc2[nH]c(=O)c(=O)[nH]c2c1,1%,-23%,i,-7%,-2%,
Cc1ccc(C)c(-c2cc(C(=O)Nc3nccs3)c3ccccc3n2)c1,10%,0%,i,u,1%,inhibitors of VEEV 10K pilot screen=8.9
CC1(C)CC2CC(C)(CN2Cc2cccc([N+](=O)[O-])c2)C1 (stereo not given),-1%,-3%,1.1%,4%,9%,
COc1ccc(CNC(=O)C23CN(Cc4ccccc4)CC2C(c2ccc([N+](=O)[O-])cc2)=NO3)cc1 (stereo not given),5%,-3%,0.5%,2%,4%,inhibitors of VEEV 10K pilot screen=2.6

# Screening data deposited in PubChem by Southern Research Specialized Biocontainment Screening Center.
